rTrxR1 inhibitor: blocks rat thioredoxin reductase 1. O89049. recombinant rTrxR1, NADPH fluorescence consumption, selenite substrate. Potency, µM (titrated, usually from 114 µM), for inactives: top-dose activity change, negative = inhibition, hits mostly inhibitors. hit rate 1% among 390,000; further: potency means the concentration at half of the fitted maximal effect; on the % scale 0 is the no-effect control and ±100 the full control effect; nearly all actives have a fitted effect of over 65% in size
Target sequence (O89049 whole entry, looked up): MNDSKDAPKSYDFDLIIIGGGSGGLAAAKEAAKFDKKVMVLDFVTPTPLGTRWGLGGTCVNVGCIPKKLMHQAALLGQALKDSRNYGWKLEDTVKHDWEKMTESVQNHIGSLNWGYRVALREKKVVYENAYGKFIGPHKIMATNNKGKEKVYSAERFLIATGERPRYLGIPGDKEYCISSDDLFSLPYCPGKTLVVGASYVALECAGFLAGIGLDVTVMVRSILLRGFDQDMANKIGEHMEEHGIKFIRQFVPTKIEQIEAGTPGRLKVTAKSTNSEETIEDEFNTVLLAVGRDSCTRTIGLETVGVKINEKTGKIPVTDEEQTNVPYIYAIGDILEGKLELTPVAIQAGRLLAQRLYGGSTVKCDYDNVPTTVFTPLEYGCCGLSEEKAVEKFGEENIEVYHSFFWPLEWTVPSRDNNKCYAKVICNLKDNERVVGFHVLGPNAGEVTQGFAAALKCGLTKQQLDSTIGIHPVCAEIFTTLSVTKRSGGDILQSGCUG
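Rat TrxR1 (90 nM in the dispensed reagent) was pre-reduced with 400 uM NADPH for 5 min at room temperature, then incubated with compound for 15 min. After 400 uM selenite was added, NADPH fluorescence (Ex 340/Em 450 nm) was followed for 8 min.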
Glioma ERSR ind: inducers of ER stress response in human glioma cells | U87-MG GRP78 promoter luciferase reporter, 16 h | Potency, µM, inactives show at the highest dose activation, hits mostly activators | hit rate 0.02% among 420,000 | AID 602332; further: potency means the concentration at half of the fitted maximal effect; series mostly up to about 76 µM; % of control where 0% means no effect; nearly all actives have a fitted effect of over 35% in size
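Stably transfected U87-MG human glioma cells carrying a GRP78-based luminescent sensor were seeded at 1000 cells/well, pin-dosed with compounds and incubated 16 h. Luciferase reagent was then added, and end-point luminescence was read after 10 min at room temperature.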
Vif-A3F inh: Vif-A3F binding inhibition | HeLa A3F-eYFP + Vif (tagged APOBEC3F with the HIV-1 protein that degrades it), YFP fluorescence increase | Potency, µM (titrated, usually from 46.1 µM), without a hit: at the top dose activity, negative = active | hit rate 0.2% among 390,000 | AID 602313; further: potency means the concentration at half of the fitted maximal effect; % of control where 0% means no effect; nearly all actives have a fitted effect of over 65% in size
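HeLa cells stably expressing A3F-eYFP plus Vif, plated and incubated overnight at 37 deg C, then exposed to compounds overnight at 37 deg C. Blocked degradation read as raised yellow fluorescence (Ex 488/Em 500-530).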
USP1-UAF1 inh: USP1/UAF1 (human) deubiquitinase inhibition. O94782. recombinant USP1/UAF1, Ub-Rhodamine cleavage fluorescence. Potency, µM (doses to about 57.1 µM), for the others: at the highest dose activity change, negative = inhibition, hits mostly inhibitors. hit rate 0.23% among 390,000. AID 743255; further: potency means the concentration at half of the fitted maximal effect; on the % scale 0 is the no-effect control and ±100 the full control effect; nearly all actives have a fitted effect of over 60% in size; inactives centre near -12
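In this screen, compounds sit with the deubiquitinase complex (1nM) for 15 min at room temperature before Ub-Rho is added at 150nM final. Fluorescence rise is then followed for 6 reads every 60 seconds.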
IDH1 R132H inh: inhibitors of human mutant IDH1 R132H | Potency, µM (titrated, usually from 76.6 µM), inactives show at the top dose activity change, negative = inhibition, actives largely listed as inhibitors | AID 602179 | IDH1-R132H enzyme, NADPH consumption, diaphorase/resazurin fluorescence | O75874 | hit rate 0.093% among 390,000; further: potency means the concentration at half of the fitted maximal effect; on the % scale 0 is the no-effect control and ±100 the full control effect; nearly all actives have a fitted effect of over 65% in size
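IDH1-R132H (0.5 ug/mL dispensed) in pH 7.5 Tris buffer was preincubated 30 min with compound, then given a substrate mix of 0.016 mM NADPH and 2 mM alpha-KG for 80 min at room temperature; remaining NADPH was read by diaphorase/resazurin fluorescence.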
LDHA block: LDHA (human) enzyme inhibition; P00338; purified LDHA, NADH/diaphorase-resazurin fluorescence; active compounds read low; activity change, % (values are at about 110 or 230 µM); hit rate 0.15% among 480,000; in the data active means activity change below about -30%; inconclusive means mostly about -25% to -30%;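 further: plate controls were DMSO wells for no effect and wells without enzyme for full effect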
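Human LDH5 at 2 nM final in Tris HCl pH 7.4 with 0.06 mM NADH and 0.2 mM pyruvate, reacted 5 minutes at room temperature. Remaining NADH coupled via diaphorase/resazurin; resorufin fluorescence read at 0 and 20 minutes, normalized to enzyme-free and DMSO wells.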
Vif-APOBEC3G blk: inhibitors of Vif-APOBEC3G interaction. Q9HC16. HeLa A3G-eYFP + Vif (tagged APOBEC3G with the HIV-1 protein that degrades it), YFP fluorescence, overnight. Potency, µM (doses to about 46.1 µM), for the others: at the highest dose activity, negative = active, usual class: inhibitors. hit rate 0.076% among 410,000. AID 602310;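 further: potency means the concentration at half of the fitted maximal effect; on the % scale 0 is the no-effect control and ±100 the full control effect; nearly all actives have a fitted effect of over 60% in size; hits raise eYFP signal because A3G escapes Vif-driven loss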
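HeLa cells stably expressing Vif and C-terminally eYFP-tagged A3G, seeded overnight at 37 deg C, then exposed to compound by pintool overnight at 37 deg C. Rise in yellow fluorescence (Ex 488/Em 500-530, Acumen) marks blocked Vif-driven A3G degradation.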
TrxR1 substrate: rat thioredoxin reductase 1 substrate activity. hit rate 0.01% among 390,000. O89049. purified TrxR1 substrate turnover, NADPH consumption readout. Potency, µM (doses to about 114 µM), for the others: at the top dose activity change, negative = substrate turnover; further: potency means the concentration at half of the fitted maximal effect; on the % scale 0 is the no-effect control and ±100 the full control effect; nearly all actives have a fitted effect of over 50% in size
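Rat TrxR1, dispensed at 90 nM, was prereduced with 400 uM NADPH (final) for 5 min at ~22 deg C, then incubated with compound 15 min before 400 uM selenite. A first-read NADPH fluorescence drop versus no-compound background flagged substrates.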
RGS4 inhibitor: human RGS4 inhibition | Transcreener GDP fluorescence polarization, RGS4-accelerated GTP hydrolysis | Potency, µM (highest dose often 114 µM), for the others: top-dose activity change, negative = inhibition, hits mostly inhibitors | hit rate 0.039% among 390,000 | AID 504845; further: potency means the concentration at half of the fitted maximal effect; on the % scale 0 is the no-effect control and ±100 the full control effect; nearly all actives have a fitted effect of over 75% in size; some results filed as inactive show a strong effect at the top dose
Target sequence (P49798 whole entry, looked up): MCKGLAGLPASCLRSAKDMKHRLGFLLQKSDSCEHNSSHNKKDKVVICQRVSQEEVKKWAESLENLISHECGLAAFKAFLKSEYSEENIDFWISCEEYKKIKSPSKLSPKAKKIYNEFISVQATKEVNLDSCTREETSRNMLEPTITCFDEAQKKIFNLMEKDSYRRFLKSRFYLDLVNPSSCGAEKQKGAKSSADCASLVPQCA
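MLSMR compounds (23 nl, pin-transferred) preincubated 10 min at room temperature with a 500nM (2x) first reagent, then RGS4 at 900nM (2x) plus Transcreener GDP mix added; fluorescence polarization (620/688 nm) read before and after 90 min at 30 °C.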
Starred values were filed as active, the others as inactive; ? = inconclusive; nt = no result given; & = joins results of further samples; [ ] = another dose, or the depositor's remark. Unless noted, the call rests on the fitted dose curve; in most records, active means well fitted curve in the direction sought with a large enough effect; inconclusive means small, poorly fitted or top-dose-only effect, or another doubt; inactive means no such curve, though single readings can be large; an effect the other way counts as inactive or inconclusive. A portion of the library; the hit share may differ from the screen's.

nr	molecule	rTrxR1 inhibitor	Glioma ERSR ind	Vif-A3F inh	USP1-UAF1 inh	IDH1 R132H inh	LDHA block	Vif-APOBEC3G blk	TrxR1 substrate	RGS4 inhibitor
1	O=C(c1cc2ccccc2oc1=O)N(Cc1cccc(Br)c1)C1CCS(=O)(=O)C1 (stereo not drawn)	?	-0.3%	-14.5%	-2.6%	-8.1%	-4.1	3.8%	-1.8%	22.3%
2	COc1ccc(N2CCN(C(=O)c3ccc(S(=O)(=O)N4CCCCCC4)cc3)CC2)cc1	-4.5%	0.1%	5.7%	-18.9%	3.9%	0.6	-0.1%	-4.6%	-15.1%
3	COc1ccc(NS(=O)(=O)c2cc(NS(=O)(=O)c3cccs3)ccc2C)cc1	-4.6%	-2.6%	-0.4%	-3.7%	0.4%	-4.6	-30.0%	-11.4%	-11.2%
4	COC(=O)C1=C[C@@H](C(=O)OC)C2C3=C(C(=O)[C@@]2(C)NC(=O)c2ccccc2)[C@H](C)[C@@H]2C(=O)N(C)C(=O)[C@@H]2[C@@H]3C1 (stereo partly drawn)	6.1%	-2.7%	nt	nt	nt	nt	2.3%	-5.0%[57.1 µM]	-4.3%
5	COc1cc(OC)cc(C(=O)Nc2ccccc2C(=O)NCc2cccnc2)c1	-9.1%	-2.9%	5.4%	?	-7.6%	-4.5	-4.2%	-7.7%	11.2%
6	O=C(CSc1nnc(CNC(=O)c2cccs2)o1)Nc1ccccc1F	14.2%	-1.1%	0.2%	-17.4%	-9.9%	-2.5	0.9%	-7.0%	10.6%
7	Nc1nonc1C(=O)NCCNCc1ccc(Cl)c(Cl)c1	5.9%	-1.9%	6.1%	-27.1%	4.0%	-4.9	-0.1%	4.2%[11.4 µM]	7.0%
8	O=C(Nc1cc(Cl)cc(Cl)c1)c1ccc(F)c(S(=O)(=O)N2CCc3ccccc32)c1	6.0%[57.1 µM]	-3.7%	0.2%	-20.6%	-22.4%	-4.6	9.5%	-7.0%[57.1 µM]	18.6%
9	CCN(CC)c1ccc(/C=N/NC(=O)c2ccoc2C)c(O)c1	17.0%	-8.5%	-20.6%	-13.0%	-11.4%	1.5	-7.9%	6.0%	4.4%[11.4 µM]
10	CCc1nnc(NC(=O)c2ccc(-c3ccc(F)cc3)o2)s1	17.5%[57.1 µM]	-1.5%	7.0%	-7.0%	-1.1%	-5.9	-4.9%	15.4%	5.5%
11	CCOC(=O)Nc1ccc2c(c1)C(=NNC(N)=S)c1ccccc1-2	-13.1%[57.1 µM]	-7.1%	?	-13.2%	4.9%	-1.6	-12.1%	-14.4%	-34.9%
12	C=CCN1C(=O)c2ccc(C(=O)N(C)Cc3ccc(C)o3)cc2C1=O	?	-2.6%	6.1%	-7.3%	5.5%	6.6	-0.9%	5.8%	-35.8%
13	CCOc1ccc(NC(=O)Cn2cc(C(=O)c3ccc(C)c(C)c3)c(=O)c3cc(OC)c(OC)cc32)cc1	7.9%	-2.1%	-10.6%	-0.4%	18.8%	-9.8	2.5%	-3.3%	10.5%
14	COc1ccc(C(=O)NCC(c2ccc3c(c2)OCO3)N2CCN(C)CC2)cc1OC (stereo not drawn)	5.6%[57.1 µM]	-2.5%	-3.5%	?	14.6%	-1.0	1.1%	0.0%[57.1 µM]	-5.8%
15	Cc1ccc([C@H]2C[C@H](n3cc(COC(=O)c4ccccc4)nn3)[C@@H](O)CN2CC2CCCCC2)cc1	nt	-3.2%	-7.0%	-15.1%	14.0%	0.0	4.5%	nt	nt
16	O=C(NCCS(=O)(=O)N1CCN(c2ccccc2F)CC1)c1ccc(F)c(F)c1	-0.1%	-4.5%	9.9%	-11.5%	0.9%	0.7	1.8%	-4.8%	-1.7%
17	O=C(COC(=O)c1cc(S(=O)(=O)N2CCCCC2)ccc1N1CCOCC1)NCCc1ccc(F)cc1	4.7%[57.1 µM]	-4.1%	-15.1%	4.8%	4.0%	-0.8	1.7%	-4.5%[57.1 µM]	21.3%
18	CCOC(=O)NC(=S)Nc1ccc(C(C)(C)C)cc1Br	15.8%[57.1 µM]	4.2%	1.8%	-16.8%	4.5%	1.2	0.6%	-19.3%[57.1 µM]	-11.3%
19	CCC(=O)Nc1ccc(Cl)c(NC(=S)NC(=O)COc2ccccc2)c1	13.2%	-3.1%	2.0%	-27.2%	5.2%	-3.1	2.7%	-1.2%	-3.2%[11.4 µM]
20	O=C(NCCc1nnc2ccc(SCC(=O)N3CCOCC3)nn12)c1ccccc1	21.4%	-5.7%	0.7%	-13.5%	-2.1%	-1.6	-5.7%	9.9%	-3.6%
21	COc1ccc(OCc2cnc(Cl)s2)cc1	-2.2%[57.1 µM]	10.7%	-4.6%	-1.0%	0.7%	-1.7	-6.4%	8.8%[57.1 µM]	10.4%
22	CC(=O)Nc1ccc(SC[C@H](C)CN2CC[C@H](O)CCC2=O)cc1	44.4%&82.5%[activator]	-1.9%&-2.1%	0.5%	-27.3%	-1.2%	-3.7	3.4%&2.0%	2.3%&0.0%	-17.7%
23	COc1ccc(OC)c(C2C(C(=O)c3cccs3)=C(O)C(=O)N2CCN2CCOCC2)c1 (stereo not drawn)	-12.9%	9.2%	-0.4%	-20.1%	-13.2%	0.9	-8.1%	-7.5%	-2.7%
24	CCOC(=O)C1CCN(S(=O)(=O)c2ccc3c(c2)CC(C)N3C(=O)C2CCC2)CC1 (stereo not drawn)	27.5%	-3.5%	-0.9%	-0.7%	7.3%	-9.0	1.7%	-3.2%	7.9%
25	O=C(COc1ccc(S(=O)(=O)N2CCOCC2)cc1)Nc1ccc(Cl)c(C(F)(F)F)c1	16.2%	-2.8%	-7.1%	-19.7%	3.7%	1.2	?	4.8%	-38.3%
26	CC(=O)c1c(C)nc(-c2ccccc2)nc1N	8.7%	4.3%	-1.8%	-13.5%	0.1%	1.4	-0.9%	-3.8%	7.6%
27	O=C(COC(=O)c1ccc(S(=O)(=O)N2CCCC2)cc1)Nc1ccc(F)cc1F	27.3%	-3.0%	4.6%	-9.7%	-7.7%	-14.1	1.2%	1.8%	4.9%
28	COc1ccc(CSCC(=O)Nc2ccc(S(=O)(=O)N3CCCCCC3)cc2)cc1	-7.9%	-2.7%	-8.5%	-26.3%	2.2%	-5.5	3.3%	-8.5%	-1.0%
29	Cc1nc(C)c(Oc2ccc(Cl)cc2Cl)c(=O)[nH]1	16.0%[57.1 µM]	-4.0%	-18.1%	-6.2%	2.7%	-1.6	-5.7%	-19.8%[57.1 µM]	-37.1%
30	CCc1ccc(CNC(=O)c2ccc3c(Cl)c4c(nc3c2)CCCC4)cc1	31.7%	-1.6%	1.2%	-33.6%	2.1%	-1.8	2.7%	6.4%	-0.1%
31	Cc1c2cnn(CC(=O)NC(C)C)c(=O)c2c(C)n1Cc1cccc(Cl)c1	7.3%	-2.1%	-6.1%	-13.6%	-2.5%	-2.6	0.3%	1.6%	4.7%
32	O=C(O)COc1ccccc1/C=C1\SC(=Nc2ccc(F)cc2)N(c2ccc(F)cc2)C1=O	12.8%	?	1.1%	-29.6%	10.2%	-6.9	0.2%	-2.0%	-24.0%
33	COCCn1c(=S)[nH]c2cc(C(=O)NCc3ccccc3)ccc2c1=O	nt	-5.4%	-3.6%	?	4.4%	-3.2	0.2%	nt	nt
34	COc1ccc(S(=O)(=O)Nc2cccc(SC)c2)cc1C(=O)N1CCOCC1	12.1%[57.1 µM]	-4.2%	-3.8%	-26.2%	-1.1%	-5.0	-0.2%	4.1%[57.1 µM]	15.6%
35	CCOC(=O)c1nnn(-c2nonc2-n2cccc2)c1CN1CCOCC1	0.0%	-4.9%	-2.6%	-11.1%	2.4%	-5.5	1.9%	-1.2%	-13.7%
36	CCCc1cc(=O)oc2c(C)c3occ(C)c3cc12	7.2%	-5.8%	-0.9%	-5.6%	-4.6%	-0.9	-0.8%	6.4%	16.0%
37	CC(=O)N1CCN(CCN=CC2=C(O)CC(c3cccs3)CC2=O)CC1 (stereo not drawn)	?	-5.4%	-1.8%	-6.4%	-0.4%	-8.3	-7.8%	-3.6%	30.4%
38	COc1ccc(-c2c(C)nn(Cc3ccccc3)c2N)cc1	22.2%	-1.2%	-2.2%	-11.8%	1.8%	-2.1	-0.5%	8.5%	2.9%
39	O=C(CCCCCCCC(=O)N1CCCC1)N1CCCC1	2.0%	-2.4%	-5.2%	?	-11.6%	-15.1	-1.6%	-0.4%	-9.4%
